M18AAP inhibitor: PfM18AAP enzyme inhibition; recombinant PfM18AAP, H-Glu-NHMec fluorogenic cleavage; inhibition, % at 7.35 µM; 1.2% of 290,000 active;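 active = inhibition above the campaign mean inhibition over all tested compounds plus 3 SD, cut at about 28% in these data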;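 note: 0% = plate median of test compound wells and 100% = 2 mM ZnCl2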
VIM-2 inh: inhibitors of Pseudomonas aeruginosa VIM-2 metallo-beta-lactamase. inhibition, % at 5.6 µM. purified VIM-2, nitrocefin hydrolysis, epi-absorbance fluorescence. 0.89% of 290,000 active. AID 1527;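 active = inhibition above the mean of all tested compounds plus 3 SD, cutoff set per screening run, cut at about 7.5% in these data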;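 note: red hydrolysis product quenches plate fluorescence so inhibitors raise well fluorescence; 0% = enzyme with DMSO and 100% = DMSO without enzyme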
IDE cell inh: inhibits human insulin-degrading enzyme in HEK cells. P14735. FAbetaB cleavage, fluorescence polarization. inhibition, % at 5.59 µM. 0.41% of 320,000 active. AID 434962;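 active = percent inhibition above the average of all tested compounds plus 3 SD, set per screening campaign, cut at about 16% in these data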;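 note: IDE supplied by intact live HEK cells; FP after avidin binding of uncleaved biotin substrate so inhibition keeps polarization high; 0% = DMSO wells and 100% = 60 µM reference IDE inhibitor Ii1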
Target sequence (P14735 whole entry, looked up): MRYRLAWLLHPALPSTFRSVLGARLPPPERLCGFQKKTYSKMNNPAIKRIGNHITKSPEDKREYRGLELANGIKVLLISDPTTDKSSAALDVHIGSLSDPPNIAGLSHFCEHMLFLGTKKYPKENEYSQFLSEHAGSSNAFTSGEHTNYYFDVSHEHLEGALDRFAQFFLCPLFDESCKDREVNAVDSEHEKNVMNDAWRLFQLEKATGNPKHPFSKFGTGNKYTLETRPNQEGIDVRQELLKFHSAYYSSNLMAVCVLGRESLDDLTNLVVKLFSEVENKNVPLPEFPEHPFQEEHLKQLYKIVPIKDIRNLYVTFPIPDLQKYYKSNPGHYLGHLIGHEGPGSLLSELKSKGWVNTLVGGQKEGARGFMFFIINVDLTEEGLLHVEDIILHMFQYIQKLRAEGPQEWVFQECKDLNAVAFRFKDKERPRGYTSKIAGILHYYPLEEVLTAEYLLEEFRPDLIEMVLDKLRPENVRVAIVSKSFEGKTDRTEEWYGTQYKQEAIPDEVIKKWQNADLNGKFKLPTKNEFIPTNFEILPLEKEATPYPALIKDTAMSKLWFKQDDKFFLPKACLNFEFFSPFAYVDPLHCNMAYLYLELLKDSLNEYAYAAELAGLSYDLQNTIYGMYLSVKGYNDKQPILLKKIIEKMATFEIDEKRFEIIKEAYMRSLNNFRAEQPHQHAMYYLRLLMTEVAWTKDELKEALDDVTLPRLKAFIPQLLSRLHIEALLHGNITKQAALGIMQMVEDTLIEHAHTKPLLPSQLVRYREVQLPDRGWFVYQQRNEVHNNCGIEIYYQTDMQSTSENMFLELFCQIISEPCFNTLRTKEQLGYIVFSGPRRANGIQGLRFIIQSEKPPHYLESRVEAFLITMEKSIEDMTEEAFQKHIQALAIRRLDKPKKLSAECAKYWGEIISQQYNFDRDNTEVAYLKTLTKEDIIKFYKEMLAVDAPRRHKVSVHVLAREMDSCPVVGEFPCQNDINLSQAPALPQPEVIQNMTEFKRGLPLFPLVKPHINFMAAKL
IDE act: activators of human insulin-degrading enzyme in cells; P14735; HEK cells, FAbeta-B cleavage, fluorescence polarization; 0% vehicle, 100% cell-free pure enzyme wells; activation, % at 5.96 µM; 0.073% of 340,000 active;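 active = activation above the mean of all tested compounds plus 3 SD, set per screening campaign, cut at about 17% in these data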
pCIP destab: lowers stability of the mouse p/CIP coactivator protein; F442A p/CIP-EGFP cells, EGFP fluorescence, 16 h; decrease of EGFP signal, % at 10 µM; 0.01% of 290,000 active; AID 1984;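 active = EGFP signal decrease of at least 30% at 10 µM or well 3 SD below plate mean, unless failing retest; inactive = the rest, including hits failing retest or dose response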; note: some compounds called inactive have numbers as strong as hits; many of its hits are not listed in these tables
IMP-1 inh: blocks Pseudomonas aeruginosa IMP-1 metallo-beta-lactamase. purified IMP-1, nitrocefin hydrolysis, epi-absorbance fluorescence. inhibition, % at 5.6 µM. 0.45% of 290,000 active;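 active = inhibition above the mean plus 3 SD of all compounds in the same screening run, cut at about 4.5% in these data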;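 note: 0% = IMP-1 with DMSO and 100% = DMSO wells lacking enzyme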
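System: Purified recombinant IMP-1 metallo-beta-lactamase enzyme | Measured by: Fluorescence quenching readout, ex 480/em 530 nm | Replication: Singlicate | Incubation: 15 min preincubation plus 25 min reaction at 25 °C | Evaluation: Percent inhibition from optical density relative to buffer-blank wells | Benchmarks: DMSO with and without IMP-1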
NALP1 inh: inhibitors of NALP1 inflammasome in yeast; S. cerevisiae NALP1/ASC/caspase-1 growth, X-gal OD620, 72 h; inhibition, % at 10 µM; 0.61% of 280,000 active; AID 2071; in the data active = inhibition mostly above about 24%, no sharp cut-off; inactive = mostly below about 32%; note: some compounds called inactive have numbers as strong as hits
PHOSPHO1 block: PHOSPHO1 (human) inhibition; Q8TCT1; recombinant PHOSPHO1, absorbance phosphatase assay; inhibition, % at 13.3 µM; 1.1% of 290,000 active; AID 1565; in the data active = inhibition above about 60%
GPR7 antag: blocks human GPR7 receptor signaling. P48145. GPR7-expressing cells, fluorescence antagonist assay. inhibition, % at 4.4 µM. 1.1% of 290,000 active. AID 1861; in the data active = inhibition above about 16%, passing the limit was not always enough;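 note: cells stimulated with the agonist NPW; 0% = agonist with vehicle and 100% = vehicle without agonist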
Starred values were filed as active, the others as inactive; . = not tested or not shown.

SMILES	M18AAP inhibitor	VIM-2 inh	IDE cell inh	IDE act	pCIP destab	IMP-1 inh	NALP1 inh	PHOSPHO1 block	GPR7 antag
COc1ccc(/C=C/C(=O)OCC(=O)Nc2cc(S(=O)(=O)N(C)C)ccc2Cl)cc1	-2	-3.2	-1	2	-3	-4.6	12	20	7
C=CCCCCCCCC(=O)OC	-4	-3.4	5	3	-11	-2.9	-11	56	-4
CCO/N=C/C(=O)Nc1ccc(F)cc1F	1	-1.8	-2	1	7	-2.7	2	22	-16
Cc1cccc(OCC(=O)Nc2cc(NC(=O)COc3cccc(C)c3)cc(C(=O)O)c2)c1	3	1.5	-1	2	-1	-0.6	9	29	24
COc1ccccc1C(=O)NCC(=O)N/N=C/c1ccncc1	2	-1.9	-2	-2	3	-4.5	-6	33	-3
Cc1ccc2nc(NS(=O)(=O)c3cn(C)nc3C)sc2c1	-4	-1.7	-2	5	-8	-1.2	8	20	-14
Fc1ccccc1OCCCCCCN1CCCC1	-2	-1.1	1	2	-25	-1.6	13	1	0
C/C(CCc1ccc2c(c1)OCO2)=N\NC(=O)c1ccccc1Cl	3	-2.0	5	0	-6	-1.6	22	-16	14
CCn1c(CSc2nnc(C)n2-c2ccccc2)nc2cc(S(=O)(=O)N(C)C)ccc21	-2	1.1	0	6	-8	-1.9	13	16	-3
O=C(Nc1cccc(-c2csc(Nc3ccc(Cl)cc3)n2)c1)c1cccc(C(F)(F)F)c1	.	.	1	-3	-9	.	.	40	.
COc1cccc(C2Nc3cccc4cccc(c34)N2)c1	-7	0.7	6	3	0	-3.4	.	14	-9
COc1ccccc1NC(=S)N(Cc1ccccc1)Cc1cccs1	2	-2.3	-3	-3	8	-1.8	15	4	-16
COc1ccc(/C=C/C(=O)OCC(=O)Nc2cc(C(F)(F)F)ccc2Cl)cc1	0	-1.8	3	6	-6	0.5	21	-7	10
NC(=O)[C@@H]1CCCCNc2c(F)cc([N+](=O)[O-])cc2C(=O)N[C@@H](CC(=O)O)C(=O)N[C@@H](CCC(=O)O)C(=O)N1	10	-3.3	0	4	-4	-3.0	19	-6	-5
Cn1ccnc1SCC(=O)Nc1ccc([N+](=O)[O-])cn1	-4	-1.2	.	2	7	0.0	29	.	0
CCN(CC)S(=O)(=O)c1cc(C(=O)N2CCc3ccccc32)ccc1Cl	-10	-0.8	0	6	-8	-1.7	-34	8	-9
Cc1ccc(N(C(C)C(=O)Nc2ccc(S(=O)(=O)N3CCOCC3)cc2)S(C)(=O)=O)cc1C (stereo unspecified)	6	-0.4	3	8	-2	0.3	-5	-56	11
O=C(O)c1ccc(-c2nnn(Cc3ccccc3F)n2)cc1	2	-1.0	-2	5	-5	-2.8	-21	28	-14
O=c1[nH]c(SCc2cccc([N+](=O)[O-])c2)nc2[nH]ncc12	14	-2.5	2	3	-4	-3.1	-3	-8	-8
O=c1ncn(-c2ccccc2C(F)(F)F)c2ncccc12	-13	0.4	1	-1	-10	-0.6	22	7	-4
COc1cccc(OC)c1CN1CCCC(C(=O)c2ccccc2SC)C1 (stereo unspecified)	2	-2.7	1	5	-6	-2.3	2	52	11
Cc1cc(C)cc(NC(=O)NC2CCN(CC(=O)Nc3c(C)cc(C)cc3C)CC2)c1	-6	-0.7	.	.	.	-2.5	.	.	8
COCCn1c(SCC(=O)NC2CCCC2)nnc1-c1ccncc1	4	-3.6	1	1	-15	-4.0	11	32	-14
CC(C)CC(C(=O)O)N1C(=O)C2C3c4ccccc4C(c4ccccc43)[C@@H]2C1=O (stereo partly specified)	-3	-1.0	-5	1	-13	-1.2	15	15	0
CCOc1cc(/C=C2/SC(=Nc3ccccc3)N(Cc3cccnc3)C2=O)ccc1OCC#N	1	-1.6	-6	0	-6	-1.0	17	31	10
COc1ccccc1Oc1c(C)oc2c(CN(C)C)c(O)ccc2c1=O	3	-3.2	8	8	2	-1.6	31	11	-3
COCc1cc(=O)[nH]c(/N=C(\N)Nc2ccc(C)cc2)n1	2	-2.2	-2	3	-2	-4.0	-6	46	-8
O=C1/C(=C/N(C(=O)c2ccco2)c2ccc(Br)cc2)Sc2ccccc21	7	5.0	5	-2	-18	-1.4	42	12	2
NC(=O)CC(NC(=O)c1ccccc1)c1ccc(N2CCN(c3ccc(F)cc3)CC2)c([N+](=O)[O-])c1 (stereo unspecified)	0	-2.7	4	2	3	-4.4	24	0	12
O=C(Oc1ccccc1)c1ccc2nccnc2c1	3	-4.9	4	6	-16	-2.4	18	-12	-12
O=C1NC(=O)/C(=C\c2ccc(O)cc2O)S1	90*	2.4	-4	6	3	6.0*	-29	43	8
COc1ccc(/C=C/c2cc(=O)c3cc(Cl)ccc3o2)cc1	1	-2.4	6	-6	-20	-0.8	28	17	-9
CCn1c(COc2cccc(C)c2)nnc1SCC(=O)Nc1cccc(C(=O)O)c1	-6	2.5	1	5	-3	0.1	10	27	-4
COc1cc(C(=O)NCc2nnc(SCC(=O)NC3CCCC3)o2)cc(OC)c1OC	2	-1.1	-1	7	-14	-0.4	-5	28	-1
COc1ccc(Cl)cc1NC(=O)CCCC(=O)c1ccccc1	7	0.2	9	-6	-5	-3.1	10	.	-2
Cc1cc(C(=O)CCl)c(C)n1CCc1ccc(F)cc1	15	3.8	2	2	-8	0.7	-18	-10	2
COc1ccnc(N=CNOCc2ccc(Cl)cc2)c1C#N	0	-1.2	2	6	-3	-2.1	.	33	-1
COc1ccc(C(=O)N/N=C/c2ccc(OC)c(COc3ccc(F)cc3F)c2)cc1	-4	-1.8	8	2	-7	-0.7	18	19	-16
CC(COC(=O)c1ccccc1)(COC(=O)c1ccccc1)/[N+]([O-])=C/c1ccccc1	-4	-1.8	2	-4	-1	-3.2	32	-21	10
COc1ccc(NC(=O)c2oc3ccccc3c2NC(=O)C(C)(C)C)cc1	-8	-1.3	-1	7	-5	-2.5	30	32	-13
Cc1cc(OCC(C)C)ccc1/C(O)=C1/C(=O)C(=O)N(Cc2cccnc2)C1c1ccncc1 (stereo unspecified)	6	-1.5	3	0	-7	-2.3	10	24	-9
COC(=O)C1=CN(Cc2ccc(F)cc2)C=C(C(=O)OC)C1c1ccc(O)c(OC)c1	4	0.4	.	-6	-2	-0.1	4	29	-11
Cc1ccccc1-n1nc(C(=O)O)cc1-c1ccccc1	13	1.1	-1	4	-8	2.2	15	16	14
CCc1ccc(/C=C/C(=O)c2c(C)cc(C)[nH]c2=O)cc1	0	-1.4	-1	9	1	-2.5	.	15	-6
CCSc1ccc(C(=O)Nc2cccc(C)n2)cc1[N+](=O)[O-]	0	-5.5	5	0	-25	-7.0	34	1	-9
COc1ccccc1NC(=O)CCN1C(=O)/C(=C/c2cc(OC)c(OC)c(OC)c2)SC1=S	2	0.1	1	3	-6	-3.8	12	19	-15
CCOc1ccc(Br)cc1C(=O)N/N=C/c1cccnc1	-4	-2.4	-2	0	0	-1.2	6	.	10
O=C(Nc1cccnc1)c1cc(-c2ccc(Br)cc2)on1	3	-2.0	-2	-3	-16	-3.2	34	10	-7
O=C(Nc1sc2c(c1C(=O)O)CCC2)c1ccccc1	20	-0.2	6	-3	-2	-1.3	-4	35	-5
CCN(CC)S(=O)(=O)c1ccc(C)c(NC(=O)CNCCN(C(C)C)C(C)C)c1	2	-1.8	1	6	22	-2.5	15	22	-6

Among those listed so far, two have a thiophene ring, fused or not:
SMILES	M18AAP inhibitor	VIM-2 inh	IDE cell inh	IDE act	pCIP destab	IMP-1 inh	NALP1 inh	PHOSPHO1 block	GPR7 antag
COc1ccccc1NC(=S)N(Cc1ccccc1)Cc1cccs1	2	-2.3	-3	-3	8	-1.8	15	4	-16
O=C(Nc1sc2c(c1C(=O)O)CCC2)c1ccccc1	20	-0.2	6	-3	-2	-1.3	-4	35	-5

Next part
SMILES	M18AAP inhibitor	VIM-2 inh	IDE cell inh	IDE act	pCIP destab	IMP-1 inh	NALP1 inh	PHOSPHO1 block	GPR7 antag
Cc1cc(CNC(=O)c2cccc([N+](=O)[O-])c2)c2ccccc2n1	-15	2.7	-3	2	-18	-1.7	17	-3	6
Cc1c(O)ccc(C(=O)COc2ccc(F)cc2)c1O	-9	-0.8	1	2	-6	-1.3	14	4	-1
CCCOc1ccc(/C(O)=C2\C(=O)C(=O)N(c3ccccn3)C2c2ccccc2F)cc1C (stereo unspecified)	3	0.1	-6	-2	-1	-1.6	14	26	-19
CC(=O)N1CCOc2ccc(S(=O)(=O)N3CCN(c4cc(C)ccc4C)CC3)cc21	-5	-2.4	-3	0	-6	-1.0	10	11	0
Cc1nc(/C=C/c2ccccc2)[nH]c(=O)c1-c1ccccc1	-1	-3.3	0	2	4	-1.8	25	-9	0
CCOc1ccc(NC(=O)CC(=O)Nc2ccc(OCC)cc2)cc1	-5	-2.9	1	5	5	-0.2	0	40	9
CN1CCC(N(C)S(=O)(=O)c2ccc(Cl)cc2)CC1	-12	-0.9	2	-3	8	-0.3	28	41	3
O=C(Nc1ccc(CN2CCOCC2)cc1)c1cc(Br)ccc1Cl	1	-1.4	.	-5	-1	-2.3	23	20	-6
O=C(CSc1n[nH]c(=O)[nH]c1=O)c1ccc([N+](=O)[O-])cc1	7	2.8	-1	5	-6	1.3	.	47	26*
Cc1ccc(CNc2nc3ccccc3n3nnnc23)cc1	0	0.7	3	4	-6	-2.3	5	5	-5
COc1cccc(C(=O)N/N=C(\C)CC(=O)Nc2ccc(N(C)C)cc2)c1	1	-1.7	3	1	4	-2.0	11	-7	-5
Cc1ccc(-c2nc(N/N=C/c3cccnc3)c3ccccc3n2)cc1	43*	-2.5	5	-2	-8	-2.5	-1	18	-7
COc1ccc(CNS(=O)(=O)c2c(C)[nH]c(C)c2C(=O)N2CCCC2)cc1	-7	-0.8	1	6	0	-1.2	10	24	-7
Cc1ccc(N(C(=O)CC2NC(=O)NC2=O)C2(C(=O)NC3CCCC3)CCCCC2)cc1 (stereo unspecified)	0	-3.3	4	5	3	-2.3	33	0	-2
CCCn1nc(NS(=O)(=O)c2ccccc2)c2cc3cc(C)ccc3nc21	0	-0.8	-1	-1	-3	-1.8	42	1	-23
CC(=O)N1CCC(C(=O)NC2CCCc3c2cnn3-c2cc(F)cc(F)c2)CC1 (stereo unspecified)	5	-0.6	-1	-3	-1	-3.1	7	53	-13
Cc1ccc2c(c1)C1CCCC3C1N2CC(=O)N3Cc1ccccc1 (stereo unspecified)	0	-3.2	0	.	-11	-1.7	4	14	6
CC1CC(N(C(=O)c2ccc(Cl)cc2)c2ccccc2)c2ccccc2N1C(=O)c1ccco1 (stereo unspecified)	-2	-1.1	-2	3	3	-1.5	-4	2	-6
CCOc1ccccc1NC(=O)c1cc(-c2cc(OC)c(OC)c(OC)c2)nc2ccccc12	-7	-1.6	-6	1	4	-2.7	9	4	-37
Cc1ccc(NC(=O)COC(=O)Cc2csc(-c3ccc(Cl)cc3)n2)cc1C	3	-1.8	3	6	-3	0.5	31	-2	5
Cc1cc2ccccc2n2c(SCC(=O)NCC3CCCO3)nnc12 (stereo unspecified)	0	0.6	6	.	29	-2.4	8	4	-4
O=C(COC(=O)C1=COCCO1)NCc1ccc(Cl)cc1	-8	-1.7	0	-2	13	-0.6	1	24	-3
Cc1nn(C)c(C)c1S(=O)(=O)NC1CCCc2ccccc21 (stereo unspecified)	1	-2.8	7	5	3	-1.5	-12	18	5
CN(CCc1ccccn1)Cc1ccc(Cl)cc1	1	-2.1	1	2	-27	-2.0	17	2	-9

Screening data deposited in PubChem BioAssay by several laboratories.

Rows were taken by chance, and some 5.3% of all compounds hit somewhere here.
